Source: PubChem BioAssay (The Scripps Research Institute Molecular Screening Center)
pPAFAH FP inh: inhibitors of human plasma PAF acetylhydrolase (pPAFAH) | recombinant pPAFAH, FP-rhodamine probe fluorescence polarization | inhibition, % at 3.39 µM | 1.5% of 330,000 active | Q13093 | AID 463082;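 active = inhibition above the mean inhibition across the screen plus 3 SD, cut at about 25% in these data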;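 also: inhibitors block binding of the rhodamine activity-based probe so polarization drops; 0% = enzyme with DMSO and 100% = wells lacking pPAFAH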
Target sequence (Q13093 whole entry, looked up): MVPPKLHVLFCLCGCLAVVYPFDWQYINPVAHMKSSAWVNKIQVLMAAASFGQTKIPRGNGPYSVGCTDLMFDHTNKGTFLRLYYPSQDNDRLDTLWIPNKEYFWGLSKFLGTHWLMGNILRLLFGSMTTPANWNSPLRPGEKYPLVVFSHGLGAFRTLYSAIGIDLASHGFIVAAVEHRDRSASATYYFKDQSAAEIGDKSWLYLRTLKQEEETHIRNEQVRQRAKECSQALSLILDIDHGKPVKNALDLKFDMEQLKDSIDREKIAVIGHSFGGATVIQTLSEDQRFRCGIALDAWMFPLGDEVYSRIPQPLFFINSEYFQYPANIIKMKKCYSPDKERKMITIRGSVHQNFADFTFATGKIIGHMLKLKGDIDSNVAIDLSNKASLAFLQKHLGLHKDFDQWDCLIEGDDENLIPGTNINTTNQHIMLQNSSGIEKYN
PAFAH1B2 FP inh: PAFAH1B2 (human) inhibition; P68402; recombinant PAFAH1B2, FP-rhodamine activity probe, fluorescence polarization; inhibition, % at 3.39 µM; 1.2% of 340,000 active; AID 492953;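 active = inhibition above the mean of all tested compounds plus 3 SD, cut at about 24% in these data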;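 also: 0% = enzyme with DMSO and 100% = wells lacking PAFAH1B2; many of its hits are not listed in these tables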
Target sequence (P68402 whole entry, looked up): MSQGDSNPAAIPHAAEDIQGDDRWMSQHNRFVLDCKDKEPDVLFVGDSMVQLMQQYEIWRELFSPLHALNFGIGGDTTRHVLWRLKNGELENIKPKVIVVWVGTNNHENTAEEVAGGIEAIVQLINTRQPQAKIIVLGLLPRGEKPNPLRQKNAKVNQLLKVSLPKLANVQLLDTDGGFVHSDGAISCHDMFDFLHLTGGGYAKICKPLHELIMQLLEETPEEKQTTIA
LYPLA2 inh: LYPLA2 (human) inhibition in PME1 counter-screen | recombinant LYPLA2, FP-Rh probe fluorescence polarization | inhibition, % at 5.9 µM | 0.38% of 320,000 active | AID 2177;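 active = inhibition above the screen-wide mean plus 3 SD, limit set per campaign, cut at about 26% in these data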;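 also: 0% = LYPLA2 with DMSO and 100% = wells lacking LYPLA2 enzyme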
PME-1 primary: blocks human protein phosphatase methylesterase 1; Q9Y570; recombinant PME-1, FP-Rh probe fluorescence polarization; inhibition, % at 5.9 µM; 0.53% of 320,000 active;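 active = inhibition above the campaign mean of all compounds plus 3 SD, cut at about 26% in these data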;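 also: competitive labeling of PME-1 active site by serine hydrolase directed probe; 0% = PME-1 with DMSO and 100% = wells lacking PME-1 enzyme; inhibitors block probe labeling so polarization falls and inhibition rises; many of its hits are not listed in these tables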
PAD4 inh: PAD4 (human) enzyme inhibition; recombinant PAD4, RCA probe fluorescence polarization; inhibition, % at 6.36 µM; 0.41% of 330,000 active; AID 485272;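 active = percent inhibition above a cutoff equal to the mean of all tested compounds plus 3 SD, cut at about 15% in these data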;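 also: 0% = PAD4 with RCA probe and DMSO and 100% = probe without PAD4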
PAFAH1B3 inh: inhibitors of human PAFAH1B3 | recombinant PAFAH1B3, FP-rhodamine probe, fluorescence polarization | AID 492972 | 0.28% of 340,000 active | inhibition, % at 3.39 µM;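 active = inhibition above the screen-wide average of all tested compounds plus 3 SD, cut at about 25% in these data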;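 also: 0% = enzyme with DMSO only and 100% = wells lacking PAFAH1B3 protein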
Target sequence (Q15102 whole entry, looked up): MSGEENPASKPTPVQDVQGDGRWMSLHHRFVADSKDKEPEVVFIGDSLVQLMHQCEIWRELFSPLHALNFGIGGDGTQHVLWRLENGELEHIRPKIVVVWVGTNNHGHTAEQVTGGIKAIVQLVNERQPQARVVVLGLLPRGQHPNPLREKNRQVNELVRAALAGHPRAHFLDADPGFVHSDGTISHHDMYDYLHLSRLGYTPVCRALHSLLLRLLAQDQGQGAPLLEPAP
PREPL inhibitor: human PREPL enzyme inhibition; AID 2751; 0.68% of 320,000 active; Q4J6C6; recombinant PREPL, fluorescence polarization activity-based probe; inhibition, % at 5.96 µM; in the data active = inhibition above about 43%;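 also: 0% = enzyme with DMSO and 100% = wells lacking enzyme; many of its hits are not listed in these tables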
LYPLA1 inh: LYPLA1 (human) inhibition in PME1 counter-screen; 0.16% of 320,000 active; recombinant LYPLA1, FP-Rh probe fluorescence polarization; inhibition, % at 5.9 µM;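 active = inhibition above the mean of all tested compounds plus 3 SD, set per campaign, cut at about 14% in these data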;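 also: inhibitors block serine hydrolase probe labeling of LYPLA1 so polarization falls; 0% = enzyme with DMSO and 100% = wells lacking LYPLA1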
GSTO1 inh: blocks human GSTO1 in RBBP9 counter-screen. P78417. recombinant GSTO1, activity-based probe fluorescence polarization. inhibition, % at 5.96 µM. 1.1% of 300,000 active. AID 1974;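 active = inhibition above the campaign mean inhibition plus 3 SD, cut at about 35% in these data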;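 also: 0% = GSTO1-1 with DMSO and 100% = wells lacking GSTO1-1 enzyme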
The depositor's hits bear a star.

What do the screens show for `N#Cc1c(-c2ccc3c(c2)OCO3)ccn2nc(-c3cccc(C(F)(F)F)c3)nc12`?
pPAFAH FP inh: -3; PAFAH1B2 FP inh: -1; LYPLA2 inh: -6; PME-1 primary: -2; PAD4 inh: 3; PAFAH1B3 inh: 11; PREPL inhibitor: 1; LYPLA1 inh: -2; GSTO1 inh: 4

How did CCN(C[C@H]1N[C@@](C)(C(=O)OC)[C@H]2C(=O)N(Cc3ccccc3)C(=O)[C@@H]12)C(=O)C1CCCCC1 do in these assays?
pPAFAH FP inh: -9; PAFAH1B2 FP inh: 0; PAD4 inh: -4; PAFAH1B3 inh: 9; PREPL inhibitor: 16

Results for Cn1nnc(NC(=O)/C=C/c2ccco2)n1 ?
pPAFAH FP inh: 3; LYPLA2 inh: 8; PME-1 primary: 4; PAD4 inh: -1; PREPL inhibitor: 7; LYPLA1 inh: 2; GSTO1 inh: 5

How did CCNC(=O)c1oc2c(c1C)C(=O)CC(C)(C)C2 do in these assays?
pPAFAH FP inh: -4; PAFAH1B2 FP inh: 5; LYPLA2 inh: -1; PME-1 primary: 0; PAD4 inh: 2; PAFAH1B3 inh: 0; PREPL inhibitor: 0; LYPLA1 inh: -1; GSTO1 inh: 0

What do the screens show for `Nc1ccccc1SCC(=O)N1CCc2ccccc21`?
pPAFAH FP inh: 5; PAFAH1B2 FP inh: 2; LYPLA2 inh: -1; PME-1 primary: 2; PAD4 inh: -5; PAFAH1B3 inh: -1; PREPL inhibitor: 13; LYPLA1 inh: 0; GSTO1 inh: -5

Results for Cc1ccc(CNC(=O)c2cnc(-c3ccccn3)nc2C(F)(F)F)cc1 ?
pPAFAH FP inh: -2; PAFAH1B2 FP inh: 6; LYPLA2 inh: 4; PME-1 primary: 1; PAD4 inh: 0; PAFAH1B3 inh: -1; PREPL inhibitor: 0; LYPLA1 inh: 1; GSTO1 inh: -10

What do the screens show for `COc1cc(C(=O)OCCN2CCCCC2)ccc1O`?
pPAFAH FP inh: -5; PAFAH1B2 FP inh: 1; LYPLA2 inh: -2; PME-1 primary: 4; PAD4 inh: -10; PAFAH1B3 inh: 4; PREPL inhibitor: 14; LYPLA1 inh: 6; GSTO1 inh: 6

What do the screens show for `O=C(NCSC1=NCCS1)c1ccccc1`?
pPAFAH FP inh: -5; PAFAH1B2 FP inh: 5; LYPLA2 inh: -11; PME-1 primary: -8; PAD4 inh: -6; PAFAH1B3 inh: 1; PREPL inhibitor: -1; LYPLA1 inh: -2; GSTO1 inh: 6

How did O=C(Cn1nc(Cc2cccnc2)c2ccccc2c1=O)NCCCN1CCCC1=O do in these assays?
pPAFAH FP inh: 3; PAFAH1B2 FP inh: -2; LYPLA2 inh: 3; PME-1 primary: 2; PAD4 inh: -2; PAFAH1B3 inh: 10; PREPL inhibitor: 0; LYPLA1 inh: 1; GSTO1 inh: -1

Results for COC(=O)CN1C(=O)c2cccc3cccc1c23 ?
pPAFAH FP inh: 1; PAFAH1B2 FP inh: 3; LYPLA2 inh: -5; PME-1 primary: -3; PAD4 inh: -3; PAFAH1B3 inh: -2; PREPL inhibitor: 1; LYPLA1 inh: -2; GSTO1 inh: 9

Results for Cc1cc([N+](=O)[O-])c(N2CCC[C@@H]2C(=O)O)c([N+](=O)[O-])c1 ?
pPAFAH FP inh: -1; PAFAH1B2 FP inh: 4; LYPLA2 inh: -4; PME-1 primary: -7; PAD4 inh: -4; PAFAH1B3 inh: 10; PREPL inhibitor: -1; LYPLA1 inh: -1; GSTO1 inh: -2

Results for Cc1ccc(NC(=O)c2cc(-n3cnnc3)ccc2Cl)cc1 ?
pPAFAH FP inh: -3; PAFAH1B2 FP inh: 1; LYPLA2 inh: -3; PME-1 primary: 3; PAD4 inh: -2; PAFAH1B3 inh: 0; PREPL inhibitor: -9; LYPLA1 inh: -2; GSTO1 inh: -4

How did Cc1ccc(S(=O)(=O)Nc2ccccc2N2CCCCC2)cc1 do in these assays?
pPAFAH FP inh: -2; PAFAH1B2 FP inh: 11; PAD4 inh: 2; PAFAH1B3 inh: 0; PREPL inhibitor: 13

What do the screens show for `Cc1ccc(C)c(NC(=S)N2CCC(NC(=O)c3ccc(F)cc3)CC2)c1`?
pPAFAH FP inh: 4; PAFAH1B2 FP inh: -2; LYPLA2 inh: -7; PME-1 primary: -4; PAD4 inh: -1; PAFAH1B3 inh: 8; PREPL inhibitor: -5; LYPLA1 inh: -4; GSTO1 inh: -1

Results for COc1ccc(CNC(=O)CSc2nc3ccc(N)cc3s2)cc1 ?
pPAFAH FP inh: 9; PAFAH1B2 FP inh: 7; LYPLA2 inh: 1; PME-1 primary: 5; PAD4 inh: -4; PAFAH1B3 inh: 4; PREPL inhibitor: 18; LYPLA1 inh: 0; GSTO1 inh: 12

Results for O=C(OCC(=O)c1ccc[nH]1)c1ccc2ccccc2n1 ?
pPAFAH FP inh: 11; PAFAH1B2 FP inh: 2; LYPLA2 inh: -4; PME-1 primary: 3; PAD4 inh: -7; PAFAH1B3 inh: 9; PREPL inhibitor: 7; LYPLA1 inh: -3; GSTO1 inh: -6

Results for O=C(COc1ccc(C(=S)N2CCOCC2)cc1)N1CCOCC1 ?
pPAFAH FP inh: 0; PAFAH1B2 FP inh: -1; LYPLA2 inh: 8; PME-1 primary: -7; PAD4 inh: -4; PAFAH1B3 inh: 10; PREPL inhibitor: 8; LYPLA1 inh: 4; GSTO1 inh: 2

How did Cn1c(=N)n(CC(O)c2ccco2)c2ccccc21 (stereo unspecified) do in these assays?
pPAFAH FP inh: 3; PAFAH1B2 FP inh: -2; LYPLA2 inh: 0; PME-1 primary: -2; PAD4 inh: 1; PAFAH1B3 inh: 2; PREPL inhibitor: 6; LYPLA1 inh: 5; GSTO1 inh: -5

Results for O=C(Nc1nccs1)C1CCCN(S(=O)(=O)c2cccc3cccnc23)C1 (stereo unspecified) ?
pPAFAH FP inh: -2; PAFAH1B2 FP inh: -2; LYPLA2 inh: -3; PME-1 primary: 6; PAD4 inh: -3; PAFAH1B3 inh: 11; PREPL inhibitor: 4; LYPLA1 inh: 2; GSTO1 inh: 5

How did Nc1c(-c2ccccc2)nc(Cl)nc1-c1ccccc1 do in these assays?
pPAFAH FP inh: 3; PAFAH1B2 FP inh: -1; LYPLA2 inh: 2; PME-1 primary: -2; PAD4 inh: -6; PAFAH1B3 inh: 2; PREPL inhibitor: 1; LYPLA1 inh: -1; GSTO1 inh: 1

How did CCCCNc1nc2sc3c(c2c(=O)n1-c1cccc(Cl)c1)CCN(C)C3 do in these assays?
pPAFAH FP inh: 2; PAFAH1B2 FP inh: 4; LYPLA2 inh: 0; PME-1 primary: 9; PAD4 inh: 1; PAFAH1B3 inh: 9; PREPL inhibitor: 12; LYPLA1 inh: -1; GSTO1 inh: 2

Results for Cc1ccc(/C=N/NC(=O)c2c(C)nc3ccc(Br)cn23)cc1 ?
pPAFAH FP inh: 3; PAFAH1B2 FP inh: 1; LYPLA2 inh: -2; PME-1 primary: -1; PAD4 inh: -9; PAFAH1B3 inh: 6; PREPL inhibitor: -6; LYPLA1 inh: -2; GSTO1 inh: 4

Results for O=C(O)CCCn1nc(C(F)(F)F)c2c1CCCCC2 ?
pPAFAH FP inh: -9; PAFAH1B2 FP inh: 20; LYPLA2 inh: 0; PME-1 primary: 2; PAD4 inh: 1; PAFAH1B3 inh: 2; PREPL inhibitor: 19; LYPLA1 inh: -1; GSTO1 inh: 9

Results for CCOc1ccc(NC(=O)C2CSC(c3ccncc3)=N2)cc1 (stereo unspecified) ?
pPAFAH FP inh: 5; PAFAH1B2 FP inh: -1; LYPLA2 inh: 2; PME-1 primary: -4; PAD4 inh: 5; PAFAH1B3 inh: 5; PREPL inhibitor: -6; LYPLA1 inh: 0; GSTO1 inh: 8

How did O=C1c2ccccc2C(O)(Cc2ccccc2)N1C1CCCCC1 (stereo unspecified) do in these assays?
pPAFAH FP inh: 4; LYPLA2 inh: -6; PME-1 primary: 2; PAD4 inh: -3; PREPL inhibitor: -2; LYPLA1 inh: 0; GSTO1 inh: -1

Results for COc1ccc(O)c(C(=O)c2cnn(C(=O)c3ccc(C)cc3)c2)c1 ?
pPAFAH FP inh: -4; PAFAH1B2 FP inh: 2; LYPLA2 inh: 6; PME-1 primary: -1; PAD4 inh: -6; PAFAH1B3 inh: 1; PREPL inhibitor: 9; LYPLA1 inh: 0

How did Cc1cc(N=Nc2ccccc2)c(NCC(O)C(O)C(O)CO)cc1C (stereo unspecified) do in these assays?
pPAFAH FP inh: 10; PAFAH1B2 FP inh: 2; LYPLA2 inh: 1; PME-1 primary: 13; PAD4 inh: -5; PAFAH1B3 inh: 14; PREPL inhibitor: 10; LYPLA1 inh: 2; GSTO1 inh: 8

How did COCCOC(=O)C1=C(C)NC(=S)NC1/C=C/c1ccccc1 (stereo unspecified) do in these assays?
pPAFAH FP inh: 2; PAFAH1B2 FP inh: 4; LYPLA2 inh: 1; PME-1 primary: -1; PAD4 inh: -4; PAFAH1B3 inh: 1; PREPL inhibitor: -12; LYPLA1 inh: 4; GSTO1 inh: 0

What do the screens show for `O=C(O)c1cc(NC(=O)c2cccc(C(=O)Nc3cc(C(=O)O)cc(C(=O)O)c3)c2)cc(C(=O)O)c1`?
pPAFAH FP inh: 1; PAFAH1B2 FP inh: 8; LYPLA2 inh: -4; PME-1 primary: -7; PAD4 inh: -5; PAFAH1B3 inh: 4; PREPL inhibitor: 0; LYPLA1 inh: -1; GSTO1 inh: 0

How did O=C(c1ccc(Cl)cc1)C1CCCN(C(=O)/C=C/c2ccccn2)C1 (stereo unspecified) do in these assays?
pPAFAH FP inh: 9; PAFAH1B2 FP inh: 3; LYPLA2 inh: 5; PME-1 primary: -2; PAD4 inh: -5; PAFAH1B3 inh: 5; PREPL inhibitor: 14; LYPLA1 inh: 0; GSTO1 inh: 3

What do the screens show for `COc1ccc(CCNC(=O)c2ccc(NS(=O)(=O)c3c(C)noc3C)cc2)cc1OC`?
pPAFAH FP inh: 3; PAFAH1B2 FP inh: 0; LYPLA2 inh: 2; PME-1 primary: -1; PAD4 inh: 5; PAFAH1B3 inh: 0; PREPL inhibitor: -7; LYPLA1 inh: 1; GSTO1 inh: -2

What do the screens show for `CC(=O)c1ccc(S(=O)(=O)N2CCC3(CC2)OCCO3)cc1`?
pPAFAH FP inh: 0; PAFAH1B2 FP inh: 1; LYPLA2 inh: 2; PME-1 primary: 2; PAD4 inh: -2; PAFAH1B3 inh: 5; PREPL inhibitor: 7; LYPLA1 inh: 1; GSTO1 inh: -2

How did CCc1ccccc1NC(=O)c1ccc(S(=O)(=O)N2CCCC2)cc1 do in these assays?
pPAFAH FP inh: -2; PAFAH1B2 FP inh: 5; LYPLA2 inh: 6; PME-1 primary: 3; PAD4 inh: -1; PAFAH1B3 inh: 2; PREPL inhibitor: 1; LYPLA1 inh: 3; GSTO1 inh: -1

What do the screens show for `O=C1CCCN1CN(C(=O)c1ccccc1)c1ccccc1`?
pPAFAH FP inh: -2; PAFAH1B2 FP inh: -3; LYPLA2 inh: 3; PME-1 primary: 8; PAD4 inh: -4; PAFAH1B3 inh: 3; PREPL inhibitor: 9; LYPLA1 inh: 1; GSTO1 inh: 14

How did O=C(NN1CCOCC1)c1cccc(COc2cccc(Br)c2)c1 do in these assays?
pPAFAH FP inh: 6; PAFAH1B2 FP inh: 2; LYPLA2 inh: -1; PME-1 primary: 1; PAD4 inh: 0; PAFAH1B3 inh: 6; PREPL inhibitor: 21; LYPLA1 inh: -2; GSTO1 inh: 1

Not all compounds are listed, so the mix of outcomes need not match the whole.
